GPR55 antagonists = GPR55 antagonists blocking LPI-driven arrestin recruitment, primary screen, imaging, U2OS, beta-arrestin-GFP, LPI agonist (AID 2013); G-protein coupled receptor 55 (Homo sapiens); U2OS GPR55 beta-arrestin-GFP translocation imaging, LPI antagonism; higher % means a stronger effect; inhibition, % at 10 µM; hits with a dose series show IC50 in µM; 290,000 tested, 0.13% active;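 active = spots per cell inhibited over 60%, with over 100 cells counted and total cytoplasm intensity under 500,000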;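 note: U2OS cells stably carrying GPR55 and arrestin-GFP stimulated by 5 µM LPI near EC80; imaged beta-arrestin-GFP aggregate spots per cell after agonist stimulation; plate controls were LPI-stimulated DMSO wells for no effect and DMSO wells without LPI for full effect; some results filed as inactive read as strong as hits; confirmed hits need IC50 under 10 µM and bright autofluorescent wells are also inconclusive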
KOR beta-arrestin-1 = KOR antagonists, beta-arrestin recruitment, cell-based, luminescence, uHTS (AID 1778); Kappa-type opioid receptor (Homo sapiens); inhibition, % at 10 µM, or IC50 in µM where a hit was titrated; KOR beta-arrestin recruitment, luminescence, antagonist mode; higher % means a stronger effect; 290,000 tested, 0.091% active; in the data active = inhibition above about 50%; note: strong numbers were not always called active
AID2073 = inhibitors of Mint1-CaV2.2 protein interaction, biochemical, HTRF (AID 2073) | HTRF protein-protein interaction, Mint1-CaV2.2; higher % means a stronger effect | 290,000 tested, 0.19% active | inhibition, % at 20 µM; hits with a dose series show IC50 in µM; in the data active = inhibition mostly above about 51%, no sharp cut-off; note: some results filed as inactive read as strong as hits
Siah-1 displacement = Siah-1 peptide-binding antagonists, primary screen, biochemical, fluorescence polarization, rhodamine-plectin, uHTS (AID 1817); Siah-1 / rhodamine-plectin peptide fluorescence polarization; higher % means a stronger effect; displacement, % at 20 µM, or IC50 in µM where a hit was titrated; E3 ubiquitin-protein ligase SIAH1 (Homo sapiens); 290,000 tested, 0.02% active;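 active = displacement of at least 50% at 20 µM, with a fluorescence ratio check between 0.3 and a set limit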;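 note: plate controls were Siah plus tracer with DMSO for no effect and tracer alone without Siah for full effect; strong numbers were not always called active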
KOR beta-arrestin-2 = KOR agonists, beta-arrestin recruitment, primary screen, cell-based, luminescence, uHTS (AID 1777); 280,000 tested, 0.02% active; activation, % at 10 µM, or EC50 in µM where a hit was titrated; KOR beta-arrestin recruitment, luminescence; higher % means a stronger effect; in the data active = activation above about 50%, passing the limit was not always enough; note: a part of the inactive calls stands beside numbers as strong as those of hits
HIV peptide binding = inhibitors of HIV fusion peptide binding, primary screen, biochemical, uHTS, fluorescence dequenching (AID 1986); cell-free peptide binding, fluorescence dequenching, 30 min; higher % means a stronger effect; inhibition, % at 20 µM; hits with a dose series show IC50 in µM; 290,000 tested, 0.3% active; in the data active = inhibition mostly above about 52%, no sharp cut-off; inactive = mostly below about 76%; note: some results filed as inactive read as strong as hits
NOD1 inhibition = NOD1 signaling inhibitors, primary screen, cell-based, luminescence, uHTS (AID 1578); NOD1-driven NF-kB luciferase reporter cells, luminescence; higher % means a stronger effect; one-dose inhibition, % at 4 µM; EC50 in µM for titrated hits; 290,000 tested, 1% active; in the data active = inhibition mostly above about 36%, no sharp cut-off; inactive = mostly below about 34%;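 note: HEK-293T reporter cells stimulated with the NOD1 agonist gamma-tri-DAP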
GPR35 arrestin U2OS = GPR35 antagonists blocking zaprinast-driven arrestin recruitment, primary screen, imaging, U2OS, beta-arrestin-GFP, zaprinast agonist (AID 2058); inhibition, % at 10 µM, or IC50 in µM where a hit was titrated; U2OS GPR35 beta-arrestin-GFP translocation imaging, zaprinast antagonism; higher % means a stronger effect; 290,000 tested, 0.052% active;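 active = inhibition of at least 50% with at least 30 cells and total cytoplasm GFP at most 10,000,000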
GPR55 activation = GPR55 agonists via beta-arrestin recruitment, primary screen, imaging, U2OS cells, beta-arrestin-GFP redistribution (AID 1961) | 290,000 tested, 0.048% active | U2OS GPR55 beta-arrestin-GFP redistribution imaging; higher % means a stronger effect | activation, % at 10 µM, or EC50 in µM where a hit was titrated | G-protein coupled receptor 55 (Homo sapiens);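 active = activation above 40% with more than 50 cells counted in the well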;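 note: U2OS osteosarcoma cells stably expressing GPR55 and beta-arrestin-GFP; plate controls were DMSO negative control for no effect and LPI positive control for full effect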
Starred values were filed as active, the others as inactive; [ ] = another dose, or the depositor's remark.

For CCOC(=O)C1C(=O)OC(C)(C)C1C(C)C(=O)c1ccccc1 (configuration not stated) the results were GPR55 antagonists -11.8%, KOR beta-arrestin-1 -18.4%, AID2073 8.3%, Siah-1 displacement 2.2%, KOR beta-arrestin-2 -1.6%, HIV peptide binding -4.1%, NOD1 inhibition -5.9%, GPR35 arrestin U2OS 15.2% and GPR55 activation 0.0%.
`CN(c1cccc(NS(=O)(=O)c2cccc([N+](=O)[O-])c2)c1)S(C)(=O)=O` gave GPR55 antagonists 6.4%, KOR beta-arrestin-1 -18.9%[20 µM], AID2073 -3.4%, Siah-1 displacement 16.1%, KOR beta-arrestin-2 -6.0%, HIV peptide binding -0.7%, NOD1 inhibition -20.7%, GPR35 arrestin U2OS -16.5% and GPR55 activation -0.1%.
For CCCC(c1nnnn1Cc1ccccc1)N1CCC(C(N)=O)CC1 (configuration not stated) the results were GPR55 antagonists -5.8%, AID2073 2.7%, Siah-1 displacement -5.2%, KOR beta-arrestin-2 4.6%, HIV peptide binding -1.4%, NOD1 inhibition 10.3%, GPR35 arrestin U2OS 7.4% and GPR55 activation 1.2%.
For O=C(Nc1ccc(F)cc1F)N1CCN(C(=O)c2ccco2)CC1 the results were GPR55 antagonists -2.3%, KOR beta-arrestin-1 -15.3%, AID2073 -0.2%, Siah-1 displacement -7.3%, KOR beta-arrestin-2 -1.7%, HIV peptide binding 0.2%, NOD1 inhibition -36.8%, GPR35 arrestin U2OS -12.4% and GPR55 activation 0.2%.
CCc1ncc(CN2CCCC(C(=O)Nc3cccc(-c4cccc(C)c4)c3)C2)cn1 (configuration not stated) was read as GPR55 antagonists 0.9%, KOR beta-arrestin-1 -21.4%, AID2073 2.4%, Siah-1 displacement 1.6%, KOR beta-arrestin-2 -3.4%, HIV peptide binding 2.1%, NOD1 inhibition -176.1%, GPR35 arrestin U2OS 2.9% and GPR55 activation 0.0%.
O=C(Nc1cc2c(ccc3ccccc32)oc1=O)C1CCCCC1 was read as GPR55 antagonists -14.3%, KOR beta-arrestin-1 -0.1%, AID2073 3.7%, Siah-1 displacement 1.1%, KOR beta-arrestin-2 0.1%, HIV peptide binding -1.7%, NOD1 inhibition -6.3%, GPR35 arrestin U2OS 22.4% and GPR55 activation -0.2%.
Screening Cn1c(SCC(=O)NC2CC2)nnc1-c1cccc(NC(=O)c2ccccc2F)c1 returned GPR55 antagonists -7.8%, KOR beta-arrestin-1 -6.4%, AID2073 -3.7%, Siah-1 displacement 3.0%, KOR beta-arrestin-2 2.0%, HIV peptide binding 0.2%, NOD1 inhibition 6.3%, GPR35 arrestin U2OS 4.5% and GPR55 activation -0.1%.
`COc1nc(OC)nc(N2CCC(C(=O)NC3CC3)CC2)n1` gave GPR55 antagonists 9.8%, KOR beta-arrestin-1 -28.5%, AID2073 -11.5%, Siah-1 displacement 20.9%, KOR beta-arrestin-2 -1.2%, HIV peptide binding 2.1%, NOD1 inhibition -22.5%, GPR35 arrestin U2OS -11.6% and GPR55 activation -0.6%.
Cc1c(C)n(-c2ccc(Cl)cc2)c2ncnc(N)c12 was read as GPR55 antagonists -11.0%, KOR beta-arrestin-1 -15.9%, AID2073 -0.1%, Siah-1 displacement 0.4%, KOR beta-arrestin-2 4.4%, HIV peptide binding -1.7%, NOD1 inhibition 18.3%, GPR35 arrestin U2OS -19.5% and GPR55 activation -0.2%.
`Cn1nnc2c[n+](CC(=O)c3ccc(Cl)cc3)cc(Br)c21` gave GPR55 antagonists 8.1%, KOR beta-arrestin-1 -17.7%, AID2073 -6.2%, Siah-1 displacement 2.2%, KOR beta-arrestin-2 15.5%, HIV peptide binding 2.7%, NOD1 inhibition -2.0%, GPR35 arrestin U2OS 3.7% and GPR55 activation -0.1%.
Cc1cscc1NC(=O)/C=C/C(=O)O was read as GPR55 antagonists 4.7%, KOR beta-arrestin-1 -9.4%, AID2073 -23.9%, Siah-1 displacement -1.5%, HIV peptide binding -2.6%, NOD1 inhibition -2.9%, GPR35 arrestin U2OS 6.9% and GPR55 activation -0.2%.
For CCOC(=O)c1c(-c2ccc(F)cc2)csc1NC(=O)C1CCCO1 (configuration not stated) the results were GPR55 antagonists -14.1%, KOR beta-arrestin-1 -2.1%, AID2073 -11.1%, Siah-1 displacement 16.7%, KOR beta-arrestin-2 0.6%, HIV peptide binding 2.5%, NOD1 inhibition -3.8%, GPR35 arrestin U2OS 55.5% and GPR55 activation -0.3%.
CCCc1nnc(NC(=O)CC(=O)OCC)s1 was read as GPR55 antagonists -3.3%, KOR beta-arrestin-1 10.4%, AID2073 9.3%, Siah-1 displacement -3.1%, KOR beta-arrestin-2 2.9%, HIV peptide binding -0.3%, NOD1 inhibition 3.8%, GPR35 arrestin U2OS 19.8% and GPR55 activation 0.8%.
Screening COc1cccc(NC(=O)C(Sc2nc3ccccc3c(=O)n2CC(C)C)c2ccccc2)c1 (configuration not stated) returned GPR55 antagonists -15.6%, KOR beta-arrestin-1 -34.4%, AID2073 0.5%, Siah-1 displacement -1.2%, KOR beta-arrestin-2 2.5%, HIV peptide binding 0.5%, NOD1 inhibition -21.4%, GPR35 arrestin U2OS 3.7% and GPR55 activation -0.2%.
For CCCOC(=O)c1ccc(OC(=O)c2ccco2)cc1 the results were GPR55 antagonists -13.5%, KOR beta-arrestin-1 13.9%, AID2073 1.4%, Siah-1 displacement 0.3%, KOR beta-arrestin-2 -6.7%, HIV peptide binding 12.1%, NOD1 inhibition -7.4%, GPR35 arrestin U2OS 6.6% and GPR55 activation -0.2%.
For C/C(=N\N(Cc1ccccc1)c1ccccc1)c1ccncc1 the results were GPR55 antagonists 16.1%, KOR beta-arrestin-1 18.9%, AID2073 -17.5%, Siah-1 displacement 2.2%, KOR beta-arrestin-2 0.8%, HIV peptide binding -0.8%, NOD1 inhibition -15.8%, GPR35 arrestin U2OS -11.1% and GPR55 activation 1.1%.
Screening NCCCCCNC(=O)/C=N\O returned GPR55 antagonists 9.1%, KOR beta-arrestin-1 1.1%, AID2073 10.6%, Siah-1 displacement -0.6%, KOR beta-arrestin-2 1.8%, HIV peptide binding 2.2%, NOD1 inhibition -31.7%, GPR35 arrestin U2OS 19.8% and GPR55 activation 0.0%.
For CC(C)C(OC(=O)c1ccccc1)c1nccc2ccccc12 (configuration not stated) the results were GPR55 antagonists 3.4%, KOR beta-arrestin-1 2.4%, AID2073 -3.4%, Siah-1 displacement 12.8%, KOR beta-arrestin-2 3.8%, HIV peptide binding 1.5%, NOD1 inhibition -4.0%, GPR35 arrestin U2OS -13.1% and GPR55 activation 0.3%.
CC(C)=C(NC(=O)c1ccccc1)C(=O)NC(Cc1ccccc1)C(=O)O (configuration not stated) was read as GPR55 antagonists 3.8%, KOR beta-arrestin-1 -45.3%, AID2073 -6.0%, Siah-1 displacement -0.8%, KOR beta-arrestin-2 6.4%, HIV peptide binding 0.3%, NOD1 inhibition -5.4%, GPR35 arrestin U2OS 0.1% and GPR55 activation 0.0%.
For Brc1ccccc1Cn1c(-c2cncs2)nc2ccccc21 the results were GPR55 antagonists -0.1%, KOR beta-arrestin-1 0.3%, AID2073 4.8%, Siah-1 displacement 3.9%, KOR beta-arrestin-2 5.8%, HIV peptide binding 7.9%, NOD1 inhibition -2.1%, GPR35 arrestin U2OS -5.4% and GPR55 activation 0.6%.
`C(=Nc1ccc(Nc2ccccc2)cc1)c1ccc2ccccc2c1` gave GPR55 antagonists 4.0%, KOR beta-arrestin-1 -17.1%, AID2073 0.0%, Siah-1 displacement 2.9%, KOR beta-arrestin-2 8.5%, HIV peptide binding -0.7%, NOD1 inhibition -21.0%, GPR35 arrestin U2OS -12.0% and GPR55 activation 0.6%.
CCN(CC)CCOC(=O)c1ccc(NC(=O)C2(c3ccccc3)CCCC2)cc1 was read as KOR beta-arrestin-1 -26.2%, AID2073 -2.9%, Siah-1 displacement 3.6%, KOR beta-arrestin-2 1.9%, HIV peptide binding 1.3%, NOD1 inhibition -47.1%, GPR35 arrestin U2OS 9.4% and GPR55 activation -0.1%.
For Oc1ccc(Br)cc1/C=N/N1CCCCC1 the results were GPR55 antagonists 8.1%, KOR beta-arrestin-1 14.2%, AID2073 -10.2%, Siah-1 displacement 0.9%, KOR beta-arrestin-2 12.3%, HIV peptide binding -1.6%, NOD1 inhibition -27.0%, GPR35 arrestin U2OS -12.7% and GPR55 activation -0.2%.
For O=C(Nc1ccccc1)N(C1=NCCC1)c1ccc(OC(F)F)cc1 the results were GPR55 antagonists 14.7%, KOR beta-arrestin-1 2.2%, AID2073 -1.8%, Siah-1 displacement 2.9%, KOR beta-arrestin-2 -5.3%, HIV peptide binding -3.0%, NOD1 inhibition -44.0%, GPR35 arrestin U2OS -10.8% and GPR55 activation 0.3%.
Screening Cc1nc2ccc(F)cc2cc1C(=O)Nc1ccc(Cl)c(Cl)c1 returned GPR55 antagonists 1.7%, KOR beta-arrestin-1 18.0%, AID2073 11.1%, Siah-1 displacement 1.1%, KOR beta-arrestin-2 8.5%, HIV peptide binding 0.6%, NOD1 inhibition -34.0%, GPR35 arrestin U2OS 1.1% and GPR55 activation -0.4%.
`CC1=CC(C)(C)n2c(O)c(N=N)c3c(C)ccc1c32` gave GPR55 antagonists -5.5%, KOR beta-arrestin-1 44.0%, AID2073 1.6%, Siah-1 displacement -6.8%, KOR beta-arrestin-2 5.0%, HIV peptide binding -1.8%, NOD1 inhibition 1.2%, GPR35 arrestin U2OS 4.9% and GPR55 activation -0.2%.
Screening COC(=O)C1=C(N)Oc2cc(C)n(Cc3cccnc3)c(=O)c2C1c1ccccc1OC (configuration not stated) returned GPR55 antagonists 9.1%, KOR beta-arrestin-1 -8.0%, AID2073 1.4%, Siah-1 displacement -1.2%, KOR beta-arrestin-2 -5.6%, HIV peptide binding 0.7%, NOD1 inhibition 4.8%, GPR35 arrestin U2OS -9.9% and GPR55 activation -0.3%.
Screening Cc1cc(C)n2cc(CSCc3ccco3)nc2n1 returned GPR55 antagonists 4.0%, KOR beta-arrestin-1 5.6%, AID2073 20.2%, Siah-1 displacement -2.0%, KOR beta-arrestin-2 -0.1%, HIV peptide binding 6.2%, NOD1 inhibition -14.3%, GPR35 arrestin U2OS 1.4% and GPR55 activation 0.2%.
Screening O=C(CSc1cccc[n+]1[O-])Nc1cc([N+](=O)[O-])ccc1Cl returned GPR55 antagonists -7.6%, KOR beta-arrestin-1 -23.9%, AID2073 6.9%, Siah-1 displacement -2.3%, KOR beta-arrestin-2 5.1%, HIV peptide binding -0.5%, NOD1 inhibition -42.6%, GPR35 arrestin U2OS 6.6% and GPR55 activation -0.2%.

Screening data: PubChem, Sanford-Burnham Center for Chemical Genomics

Some of the compounds tested; the hit share may differ from the screen's.
